Screening data deposited in PubChem by several laboratories.
OPRM1-OPRD1 ag: agonists of human mu-delta opioid receptor heterodimerization | P35372+P41143 | cells, OPRM1-OPRD1 heterodimerization, luminescence | activation, % at 9.3 µM | hit rate 0.3% among 340,000; in the data active means activation above about 18%;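 further: 0% = vehicle-treated cells and 100% = reference agonist; values of inactives mirror those of a sister screen read the other way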
HTR5A ag ctr: counter-screen for OPRM1-OPRD1 agonists: human HTR5A agonism; P47898; HTR5A agonist assay, luminescence, cell-based; activation, % at 9.3 µM; hit rate 0.61% among 340,000; in the data active means activation mostly above about 9.5%, no sharp cut-off; inactive means mostly below about 7.6%;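 further: 0% = cells with vehicle only and 100% = reference agonist; strong numbers were not always called active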
Arr AP2 block: inhibitors of human beta-arrestin and AP2 interaction. FITC-arrestin peptide / GST-AP2 beads, flow cytometry; AP2 beta2 appendage carries R879A mutation. hit rate 0.31% among 340,000. inhibition, % at 10 µM. AID 504490;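 active means inhibition above a set limit, near 3 SD of compounds lacking own fluorescence, cut at about 54% in these data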;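 further: plate controls were DMSO wells for no effect and 5 µM unlabelled arrestin peptide for full effect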
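System: GST-tagged AP2 beta2-adaptin appendage (R879A) on 4 µm glutathione beads / Reagent: FITC-arrestin peptide, 50 nM / Detection: HyperCyt-sampled flow cytometry, FL1 channel, ex 488/em 535 nm / Timing: 12 min plus 1 h, RT / Buffer or medium: PBS plus Tween 20 (0.05%) and BSA (0.1%)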
DAGLB inh: blocks human DAGLB lipase activity. Q8NCG7. HEK293T DAGLB membrane lysate, EnzChek fluorogenic substrate. inhibition, % at 5.17 µM. AID 504411. hit rate 0.059% among 340,000; in the data active means inhibition above about 34%;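 further: 0% = enzyme with vehicle and 100% = wells lacking enzyme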
DSG3 Ab inh: blocks pemphigus antibody binding to human desmoglein-3 | P32926 | DSG3-coupled beads, scFv-anti-DSG3-GFP binding, flow cytometry; hits give low values | binding (percent of control), % at 10 µM | hit rate 0.48% among 310,000 | AID 588358;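 active means binding more than 3 SD below its plate's average and above zero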;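 further: hits lower antibody fragment binding to DSG3; some compounds called inactive have numbers as strong as hits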
HTR5A inv ag: HTR5A inverse agonism, opioid heterodimer counter-screen; hit rate 0.083% among 340,000; P47898; HTR5A cell line, luminescence; inhibition, % at 9.3 µM; AID 504634; in the data active means inhibition mostly above about 23%, no sharp cut-off; inactive means mostly below about 18%;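 further: 0% = cells with DMSO and 100% = no-cell wells with DMSO; some compounds called inactive have numbers as strong as hits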
MOR-DOR inv ag: mu-delta opioid heterodimer inverse agonism | inhibition, % at 9.3 µM | hit rate 0.21% among 340,000 | cell-based MOR-DOR heterodimer luminescence; in the data active means inhibition above about 22%, passing the limit was not always enough;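 further: 0% = cells with DMSO and 100% = wells without cells with DMSO; values of inactives mirror those of a sister screen read the other way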
V-ATPase pHluor: yeast V-ATPase proton transport regulation by pHLuorin. S. cerevisiae, pHLuorin cytosolic pH fluorescence. response, % at 10 µM. hit rate 0.37% among 350,000. AID 504577; in the data active means response mostly above about 7.3%, no sharp cut-off; inactive means mostly below about 5.4%; further: actives read high; inactives centre near 0; some compounds called inactive have numbers as strong as hits; reference of the scale not given here
PKA-R2B activ: PKA-R2B complex activation | P22694+P31323 | PKA-R2B holoenzyme dissociation, Cy5-IP20 fluorescence polarization; R2B truncated from residue 108, S112A mutant; 0% DMSO only, 100% 113 µM cGMP | activation, % at 11.4 µM | hit rate 0.079% among 340,000;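 active means activation above a cutoff set at the mean over all compounds plus 3 SD, cut at about 18% in these data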;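 further: higher means more holoenzyme dissociation and a rise in polarization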
PKA-R1A act: PKA-R1A complex activation; PKA-R1A dissociation, Cy5-IP20 fluorescence polarization; scaled: DMSO 0%, 113 µM cGMP 100%; activation, % at 11.4 µM; P00514+P68181; hit rate 0.083% among 340,000;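 active means percent activation above the mean of all tested compounds plus 3 SD, cut at about 19% in these data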;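 further: higher means more PKAc released from R1A so a rise in polarization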
* hit, by the source's call; · = not tested or not shown.

The line under a structure holds: OPRM1-OPRD1 ag | HTR5A ag ctr | Arr AP2 block | DAGLB inh | DSG3 Ab inh | HTR5A inv ag | MOR-DOR inv ag | V-ATPase pHluor | PKA-R2B activ | PKA-R1A act
CC1CCC(C(C)C)C(OC(=O)CSc2n[nH]c(=O)[nH]c2=O)C1 (stereo not drawn)
  0.0 | 0 | 19 | 2 | 101 | 6 | 0 | -2 | 11 | 10
COc1ccc(-c2nc(CS(=O)CC(=O)NCCCN3CC(C)CC(C)C3)c(C)o2)cc1OC (stereo not drawn)
  -1.8 | -1 | 2 | 0 | 100 | 9 | 9 | -1 | -3 | -4
CCc1cc(=O)oc2cc(C)cc(OC(C)C(=O)NCC(O)c3ccccc3)c12 (stereo not drawn)
  -2.2 | 4 | -19 | 0 | 96 | -1 | 11 | 1 | 0 | 9
Cc1ccc(S(=O)(=O)N2CCOCC2)cc1NC(=O)COc1ccc2c(C)cc(=O)oc2c1
  0.8 | -1 | 34 | 0 | 102 | 15 | -4 | 2 | 2 | 3
c1ccc(COc2ncnc3c2ncn3CCCNCC(c2ccccc2)c2ccccc2)cc1
  · | · | · | 1 | · | · | · | 0 | 5 | 2
C=CCOC(=O)C1=C(C)NC(SCC)=C(C#N)C1c1ccc(Cl)cc1 (stereo not drawn)
  4.4 | 4 | 15 | 0 | · | 20 | -22 | -3 | -12 | -10
NC(=S)NN=C1CCCC(C(F)(F)F)C1 (stereo not drawn)
  -1.8 | 1 | 10 | -3 | · | -2 | 9 | 0 | -7 | 5
O=C1CC(=O)Nc2cc(S(=O)(=O)Nc3cccc(C(F)(F)F)c3)ccc2N1
  -3.5 | -3 | 5 | -1 | 100 | -23 | 18 | -1 | -10 | -14
Cc1ccc(NC(=O)C2CCN(c3cnccn3)CC2)cc1C
  -0.9 | -2 | -5 | 0 | 100 | -1 | 5 | -1 | -6 | 3
COc1cccc(CNC(=O)c2ccc(C(=O)NCc3cccc(OC)c3)cc2)c1
  -3.2 | -3 | -2 | 2 | 105 | 16 | 17 | 0 | -9 | -12
CCCCNC(=O)c1cc(-c2ccc(OC)c(OC)c2)on1
  -0.4 | -2 | 20 | -1 | 96 | -12 | 3 | 1 | -2 | -9
O=C(c1ccco1)N1CCN(CCCCOc2ccc(F)cc2)CC1
  0.3 | 7 | -5 | 0 | 105 | -8 | -2 | -3 | -2 | 2
CCOC(=O)C1=C(C)N(C[C@@H]2CC[C@@H](Cc3ccc(-c4ccccc4)cc3)O2)C(=O)NC1c1cccc2ccccc12 (stereo partly drawn)
  -0.6 | 1 | 14 | -7 | 97 | -4 | 3 | 0 | -10 | -5
Cc1ccc(C)c(NC(=O)c2cc3ccccn3n2)c1
  -2.9 | -1 | 22 | -8 | 102 | -1 | 17 | 1 | -13 | -2
Cc1cc(=O)oc2cc(OCC3CC(c4ccc(Cl)cc4)=NO3)ccc12 (stereo not drawn)
  2.6 | 5 | 2 | -1 | 96 | -2 | -14 | -6 | -12 | 1
COc1ccc(-c2cc(C(=O)Nc3cc(Br)ccc3O)no2)cc1
  -0.9 | -2 | -16 | -1 | 89 | 7 | 4 | 3 | -2 | 1
COc1ccc(C(=O)NC2CCSc3ccccc32)cc1S(=O)(=O)N1CCOCC1 (stereo not drawn)
  0.3 | 2 | 6 | 1 | 100 | 10 | -1 | 5 | -6 | -11
CCc1ccc(-c2csc(NC(=O)C3CC(=O)N(c4ccc5c(c4)OCCO5)C3)n2)cc1 (stereo not drawn)
  3.9 | -3 | 6 | -5 | 97 | -21 | -21 | 1 | -6 | -8
O=C(O)C12C3CCC(O3)C1(C(=O)O)C1CCC2O1 (stereo not drawn)
  1.4 | 0 | 20 | -3 | 95 | 1 | -6 | 2 | -5 | -6
CC(C)Oc1ccccc1C1CC(=O)Nc2cc3c(cc21)OCO3 (stereo not drawn)
  1.7 | 2 | 7 | 2 | 97 | 3 | -8 | 1 | -8 | -1
O=C(c1ccc(Br)cc1)N1CCC2(CC1)NCCc1[nH]cnc12
  -2.8 | 0 | -14 | -3 | 99 | -14 | 15 | 8 | -16 | 1
Cc1cc(C(=O)NCC(=O)OCC(=O)N(C(C)C)C(C)C)ccc1[N+](=O)[O-]
  -0.8 | -1 | 8 | -2 | 105 | -36 | 6 | 1 | 0 | -10
NC1=NC[C@@H](Cc2ccc(O)cc2)N1CCc1cccc(F)c1
  -2.6 | 4 | 0 | -1 | 115 | -6 | 12 | 2 | -4 | 3
CCOC(=O)CN1C(=O)SC(Nc2ccc(C)cc2)C1=O (stereo not drawn)
  -1.5 | 1 | 6 | -1 | 102 | 15 | 7 | -1 | 12 | 10
CCSc1nnc(NS(=O)(=O)c2ccc(C)cc2)s1
  -1.7 | -3 | -3 | 3 | 103 | 11 | 9 | 0 | -3 | -4
Fc1ccc(-c2nc3ccccc3[nH]2)cc1
  2.7 | 2 | 1 | -4 | 87 | -5 | -20 | 2 | 2 | 0
CCOc1ccccc1/C=N/NC(=O)CSc1n[nH]c(=O)[nH]c1=O
  -2.3 | -1 | -5 | 0 | 99 | 2 | 12 | 13 | 1 | 10
Cc1ccc(CSc2nnc(-c3cccc(S(=O)(=O)N4CCOCC4)c3)n2C2CCCC2)cc1
  -3.0 | -4 | -11 | -1 | 80 | -26 | 14 | -2 | -4 | 2
Cc1ccc(C)c(OCCN2C(=O)NC3(CCc4ccccc4C3)C2=O)c1 (stereo not drawn)
  7.3 | 1 | 6 | -6 | 106 | -13 | -37 | 4 | -3 | -4
COC(=O)/C(C#N)=C1/C=Cc2ccccc2N1C
  1.4 | 2 | 2 | 2 | 105 | -5 | -9 | 2 | -6 | -7
COC(=O)N/N=C\c1ccc(OC/C=C/c2ccccc2)cc1
  -2.0 | 2 | 21 | -1 | 97 | -5 | 10 | 2 | 5 | -4
S=c1[nH]nc(-c2ccc(Br)cc2)n1Cc1ccco1
  0.6 | 2 | -3 | 0 | 103 | -6 | -3 | -1 | -4 | -2
COc1ccc(OCC(=O)OCC(=O)Nc2ccc3[nH]c(=O)[nH]c3c2)cc1
  -5.8 | -4 | -5 | -3 | 98 | -26 | 22 | -3 | -11 | -2
Cc1c(C(=O)N2CCCCC2)c(S(=O)(=O)N2CCN(c3ccc(F)cc3)CC2)c(C)n1C
  -1.9 | -2 | -1 | 3 | 103 | 0 | 11 | 1 | -9 | -8
COCCn1c(=O)c2c(nc3n2CC(C)CN3CCc2ccccc2)n(C)c1=O (stereo not drawn)
  -2.3 | 1 | 10 | 0 | 92 | -3 | 12 | -2 | -3 | -3
C=CCNC(=O)C(C(=O)OCC)C1CCCCC1 (stereo not drawn)
  -2.4 | 4 | -8 | -2 | 99 | 4 | 14 | 0 | -13 | -14
COc1ccccc1N1CCN(C(c2cccs2)C(C)NC(=O)c2ccco2)CC1 (stereo not drawn)
  91* | 2 | 15 | 0 | 99 | -5 | -498 | -2 | 6 | -7
CCOc1ccc(CN2CCNC(=O)C2CC(=O)N(C)CC2CCOCC2)cc1 (stereo not drawn)
  -0.4 | 3 | 8 | -13 | 108 | -10 | 2 | 2 | 4 | -1
O=C1NC(=O)C(c2ccccc2)(C2CCCC2)N1 (stereo not drawn)
  -1.1 | 0 | 19 | 2 | 94 | -2 | 6 | -1 | 1 | -4
O=C(c1nnc(-c2ccc(Cl)cc2)o1)C1CCCC1
  4.4 | -2 | -31 | -8 | · | -3 | -20 | 0 | -5 | -9
O=C(O)c1ccc2c(=O)n3c(nc2c1)/C(=C/c1ccc(Cl)cc1Cl)CC3
  -1.2 | 0 | 46 | 1 | 102 | -1 | 6 | -6 | 3 | -12
CCN(C(=O)CSc1nnc2ccccn12)c1c(N)n(Cc2ccccc2)c(=O)[nH]c1=O
  0.2 | 7 | -1 | -1 | 97 | -20 | -2 | 2 | 3 | -5
CCc1c(C)nc(N2CCN(Cc3ccccc3)CC2)[nH]c1=O
  -0.6 | -4 | 13 | -2 | 105 | 11 | 4 | 3 | -10 | 6
O=c1ccn([C@@H]2O[C@H](CNS(=O)(=O)C3CC3)[C@@H](O)[C@H]2O)c(=O)[nH]1
  -2.4 | 5 | 9 | -1 | 98 | -19 | 11 | 2 | -7 | 0
COc1cc(OC)cc(-c2nc3cc(C)ccc3o2)c1
  1.8 | -1 | -1 | -8 | 109 | -6 | -8 | -1 | -3 | -2
CCC(=O)OCCNc1cc(Sc2nc3ccccc3s2)c2nonc2c1[N+](=O)[O-]
  -0.2 | -1 | 18 | -3 | 131 | 10 | 1 | -3 | -5 | 0
CCC(C)Nc1nc2c(c(=O)[nH]c(=O)n2C)n1CCCc1ccccc1 (stereo not drawn)
  0.0 | 2 | 2 | 2 | 97 | -4 | 0 | -2 | 1 | -4
